ERp5 inh – inhibitors of human ERp5; Q15084; ERp5 insulin aggregation, absorbance 650 nm, 90 min; inhibition, % at 9.99 µM; hit rate 0.05% among 350,000; AID 651711;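 active = mean replicate inhibition above about 25%, with every replicate also reaching it, limit read from the data, passing the limit was not always enough; inconclusive = only one of those two criteria met; inactive = neither criterion met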
ERAP1 inh – inhibitors of human ERAP1 aminopeptidase; Q9NZ08; recombinant ERAP1, Leu-AMC fluorescence, 60 min; inhibition, % at 10.7 µM; hit rate 0.15% among 340,000; AID 652197;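 active = mean replicate inhibition of at least 30%, or all replicates individually reaching that 30% level; inactive = mean below 30% and not every replicate reaching it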;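 also: 0% = neutral control wells and 100% = L-leucinethiol positive control wells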
Target sequence (Q9NZ08 whole entry, looked up): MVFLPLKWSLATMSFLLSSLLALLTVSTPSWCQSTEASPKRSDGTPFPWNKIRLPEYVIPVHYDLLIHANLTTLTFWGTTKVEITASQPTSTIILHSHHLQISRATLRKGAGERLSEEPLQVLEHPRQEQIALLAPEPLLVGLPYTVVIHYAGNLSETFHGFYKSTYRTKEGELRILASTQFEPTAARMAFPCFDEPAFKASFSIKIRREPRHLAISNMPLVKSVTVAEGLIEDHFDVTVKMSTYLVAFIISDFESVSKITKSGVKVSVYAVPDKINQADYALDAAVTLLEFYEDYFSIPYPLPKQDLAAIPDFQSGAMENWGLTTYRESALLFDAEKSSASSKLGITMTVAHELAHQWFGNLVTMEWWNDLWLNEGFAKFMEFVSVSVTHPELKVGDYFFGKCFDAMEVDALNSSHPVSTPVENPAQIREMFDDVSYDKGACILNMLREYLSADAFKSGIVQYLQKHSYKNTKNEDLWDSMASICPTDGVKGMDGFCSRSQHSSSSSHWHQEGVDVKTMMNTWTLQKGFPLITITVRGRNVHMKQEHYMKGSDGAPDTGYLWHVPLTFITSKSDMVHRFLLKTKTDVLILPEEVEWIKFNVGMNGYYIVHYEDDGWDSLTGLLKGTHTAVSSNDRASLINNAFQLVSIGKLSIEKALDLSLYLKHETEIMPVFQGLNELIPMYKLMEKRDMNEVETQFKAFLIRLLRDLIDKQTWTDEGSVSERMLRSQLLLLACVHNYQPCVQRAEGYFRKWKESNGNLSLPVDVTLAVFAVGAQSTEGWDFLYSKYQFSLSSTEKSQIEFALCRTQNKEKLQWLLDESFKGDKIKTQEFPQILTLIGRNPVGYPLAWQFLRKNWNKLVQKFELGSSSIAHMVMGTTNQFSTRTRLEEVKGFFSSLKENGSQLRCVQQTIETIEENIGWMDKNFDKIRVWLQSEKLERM
XiGFP reactiv – X-chromosome reactivation activator; activation, % at 7.58 µM; AID 743238; hit rate 0.055% among 360,000; XiGFP mouse fibroblasts, % GFP-positive cells imaging, 3 d; cells co-treated with 5-aza-dC sensitizer; scaled so ellipticine positive control = 100%;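 active = mean normalized replicate activation at least 10% and every replicate at or above 10%; inconclusive = only one of the two criteria met; inactive = mean below 10% and not all replicates reach 10%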;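 also: 0% = median of on-plate neutral control wells and 100% = ellipticine 6 µM median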
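assay system = SV40-immortalized XiGFP fibroblast cells, line 68-5-11 | buffer or medium = DMEM plus 5-aza-dC sensitizer | doses = single-point pinned compound dosing | times = 3-day compound exposure, then 15 min fixation at room temperature | benchmarks = positive control ellipticine, 6 µM final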
S100A4 MyoIIA – blocks human S100A4 binding to myosin IIA peptide; inhibition, % at 10.7 µM; AID 652163; hit rate 0.14% among 360,000; S100A4/TAMRA-MyoIIA peptide fluorescence polarization;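 active = mean inhibition of at least 70% across replicates, with every replicate also reaching that level; inconclusive = mean inhibition reaches 70% but some replicates fall short; inactive = mean inhibition below 70%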
Target sequence (P26447 whole entry, looked up): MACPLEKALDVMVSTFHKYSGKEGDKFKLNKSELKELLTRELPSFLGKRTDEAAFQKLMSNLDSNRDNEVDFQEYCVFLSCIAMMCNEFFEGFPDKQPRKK
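incubation = readout 5 min after mixing, signal stable up to 60 min | system = S100A4 monomer protein | buffer or medium = HEPES pH 7.2 with CaCl2, KCl, NaCl, DTT, Triton | benchmarks = neutral control DMSO, positive control TFP | also added = fluorescent myosin IIA peptide, 5 nM | compound dosing = one concentration per compound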
RAD54 inh – inhibitors of human RAD54 branch migration | hit rate 0.14% among 360,000 | inhibition, % at 10.4 µM | AID 602329 | RAD54 Holliday junction branch migration, FAM/BHQ fluorescence | Q92698;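 active = mean normalized replicate activity at least 40 and at least half of replicates scoring 40 or more; inconclusive = only one of the two criteria met; inactive = mean below 40 and under half of replicates reaching 40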;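 also: 0% = median of neutral control wells and 100% = median of positive control wells; inhibitors cause a drop in the FAM fluorescence signal; in these data hits start at about 50%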
E-selectin induc – E-selectin induction on HUVECs; P16581; HUVEC E-selectin immunofluorescence imaging; normalized: neutral wells 0, TNF-alpha wells 100; activation, % at 7.58 µM; hit rate 0.37% among 260,000; AID 686992;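 active = mean E-selectin-positive cell signal at least 10% of the positive control, reached in at least 60% of replicates, without over 20% cell loss; inconclusive = no rule given, readout overlaps actives, possibly toxicity-flagged; inactive = the rest, including those meeting only one limit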;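 also: in these data hits start at about 27%; measured in HUVEC primary endothelial cells; signal is the percent of cells scored E-selectin positive by PE staining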
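Test system: HUVEC; input: 3,000 HUVEC/well; measured by: immunofluorescence imaging; read-out: % PE-positive cells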
esBAF inh – blocks esBAF chromatin remodeling in mouse ES cells; Bmi1-luciferase knock-in reporter, 24 h; 100% = twice the neutral-well signal; reporter increase, % at 12.5 µM; hit rate 2% among 350,000; AID 602393; in the data active = activation above about 40%; inconclusive = no clear call, values can overlap the other calls;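 also: 0% = median of the plate's neutral control wells and 100% = double that signal; a rise in the Bmi1 reporter signal indicates esBAF inhibition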
RAD52 inh – inhibitors of human RAD52 DNA annealing; P43351; recombinant RAD52 DNA annealing, FRET fluorescence; inhibition, % at 18.7 µM; hit rate 0.46% among 360,000; AID 651710;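 active = every replicate showing at least 50% inhibition; inconclusive = mean inhibition at least 50% but not in every replicate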
* = called active by the depositor; ? = inconclusive; . = no result given; & = joins results of further samples.

smiles	ERp5 inh	ERAP1 inh	XiGFP reactiv	S100A4 MyoIIA	RAD54 inh	E-selectin induc	esBAF inh	RAD52 inh
C#CCOCCOCCOCCNc1nc(N2CCN(C(=O)[C@H](CCCCN)n3cc(CCC(=O)O)nn3)CC2)nc(N2CCN(C(=O)[C@H](Cc3ccc(O)cc3)n3cc(CCO)nn3)CC2)n1	2	0	-0.1	6	-12	1.2	0	0
O=C(CCN1CCOCC1)NNC(=O)Nc1cccc([N+](=O)[O-])c1	-5	-2	0.2	-15	8	.	-1	-15
O=C(NNC(=S)Nc1ccc(C(=O)O)c(O)c1)c1ccncc1	7	-12	0.1	-19	-2	-0.6	-14	-44
O=C(NC1=NCCS1)c1cccc2ccccc12	?	-2	0.0	-1	.	.	.	-11
CC(C)NC(=S)Nc1cccc2cnccc12	-3	0	0.0	-8	-4	.	.	-16
C[C@@H]1CCCCO[C@@H](CN(C)C(=O)Nc2ccc3c(c2)OCO3)[C@@H](C)CN([C@H](C)CO)C(=O)c2cc(NC(=O)Nc3cccc4ccccc34)ccc2O1	-5	0	-0.1	0	3	0.2	-16	3
O=C(C=Cc1ccco1)c1ccc([N+](=O)[O-])cc1	3	-1	-0.1	-3	-1	2.5	-6	-10
C[C@H](CO)N1C[C@H](C)[C@H](CN(C)CC2CC2)Oc2ccc(NC(=O)CCCN(C)C)cc2C1=O	0	4	0.4	5	-17	12	-2	17
O=C(C[C@@H]1CC[C@H]2[C@@H](COC[C@@H](O)CN2S(=O)(=O)c2cccc(Cl)c2)O1)Nc1ccccc1	1	-8	0.2	-8	1	0.1	-1	-4
Cc1ccccc1NC(=O)CN1C(=O)CSc2ccc(S(=O)(=O)N3CCCCC3)cc21	3	-1	0.1	1	-9	.	-1	-10
COc1ccc(NC(=O)Nc2ccc3c(c2)C(=O)N([C@@H](C)CO)C[C@@H](C)[C@@H](CN(C)C(=O)NC(C)C)OCCCC[C@H](C)O3)cc1	-8	0	0.0	1	6	.	6	0
C[C@@H]1CCCCO[C@@H](CN(C)C)[C@H](C)CN([C@@H](C)CO)C(=O)c2cc(NS(=O)(=O)c3cn(C)cn3)ccc2O1	-5	1	0.2	-1	1	0.0	.	-27
CCc1ccc(C(=O)OCC(=O)N2CCCCCC2)cc1	3	-4	0.2	0	8	-0.7	-4	-2
COc1cccc(CNC(=O)[C@H](CC(C)C)NC(=O)N2CCn3c2nc2ccccc23)c1	2	3	0.3	1	7	.	-2	-10
COc1ccc(C(CNC(=O)C(C)Oc2ccc(Br)cc2)N2CCCCC2)cc1 (configuration not stated)	17	3	-0.1	5	-2	.	-12	-28
COC(=O)CC1COc2ccccc2N1C(=O)c1ccc(Br)cc1 (configuration not stated)	3	-5	0.1	-1	-1	3.1	-4	-6
C[C@H](CO)N1C[C@H](C)[C@H](CN(C)Cc2ccc(C(=O)O)cc2)Oc2ccc(NC(=O)Nc3ccc(F)cc3)cc2CC1=O	0	0	0.1	11	-8	-5.8	5	-6
C/C=C/c1ccc(C2[C@H]3CNC[C@@H]2N3C(=O)NC2CCCCC2)cc1 (some centres not stated)	-2	0	0.1&0.1	-6	.	0.1&-0.1	.	21
COc1ccc(NC(=O)Nc2ccc3c(c2)CC(=O)N([C@H](C)CO)C[C@H](C)[C@H](CN(C)C(=O)Nc2ccc(OC)cc2)O3)cc1	4	0	0.2	-41	2	-0.3	6	15
C[C@H](CO)N1C[C@H](C)[C@@H](CN(C)C(=O)NC2CCCCC2)OCCCC[C@H](C)Oc2ccc(NC(=O)NC3CCCCC3)cc2C1=O	0	-1	0.2	-1	4	-0.3	6	-2
COCC1=C([C@H](O)c2ccccc2)[C@H](CO)[C@@H]2C(=O)N(Cc3ccccc3)C(=O)[C@@H]2C1	-3	0	.	-4	6	.	.	1
CN1C(=O)c2cc(NC(=O)c3ccc(F)c(F)c3)ccc2OC[C@@H]2O[C@@H](CC(=O)N[C@H]3CCN(Cc4ccccc4)C3)CC[C@H]21	-2	-3	0.1	-7	8	0.1	-4	-11
CCN1CCN(c2ccc(N3CCN(S(=O)(=O)c4cccc([N+](=O)[O-])c4)CC3)nn2)CC1	0	-1	0.2	0	-6	0.0	-5	2
COc1ccc(-c2csc(COC(=O)C(C)(C)C)n2)cc1	3	4	0.4	0	.	2.1	.	-8
C[C@@H]1CN([C@H](C)CO)C(=O)c2cccc(NC(=O)C3CC3)c2O[C@@H]1CN(C)Cc1ccc2c(c1)OCO2	0	-1	0.2	-7	-4	-0.1	5	6
Nc1nc(NCCCN2CCOCC2)nc(Nc2cccc(F)c2)c1[N+](=O)[O-]	0	.	-0.1	-2	.	0.9	.	10
CCS(=O)(=O)N1CC2(CN(Cc3ccc4c(c3)OCO4)[C@H](CO)c3c2c2ccc(OC)cc2n3C)C1	2	4	0.0	10	.	-0.1	.	4
COc1ccc(NC(=O)N(C)C[C@H]2Oc3ncc(C#C[C@@H](C)O)cc3C(=O)N([C@@H](C)CO)C[C@H]2C)cc1	5	3	0.6	-13	0	-0.1	2	-3
Cc1noc(C)c1NC(=O)N(C)C[C@@H]1OCCCC[C@H](C)Oc2ccc(NC(=O)c3ccncc3)cc2C(=O)N([C@@H](C)CO)C[C@H]1C	-2	-1	0.6	-2	-28	-0.4	3	-20
C[C@H](NC(=O)C[C@@H]1CC[C@@H]2[C@H](COC[C@@H](O)CN2Cc2cc(F)ccc2F)O1)c1ccccc1	1	1	0.2	-6	-8	0.2	2	-18
CO[C@@H]1CN(C)C(=O)c2cc(NC(C)=O)ccc2OC[C@@H](C)NC[C@@H]1C	0	1	-0.1	3	-2	0.0	-1	-8
C=CCNC(=O)C(=O)N/N=C/c1cccc(Br)c1	5	0	0.0	17	.	.	8	-9
CCCN(C)C[C@H]1OCCCC[C@H](C)Oc2ccc(NS(=O)(=O)c3ccc(Cl)cc3)cc2C(=O)N([C@@H](C)CO)C[C@H]1C	-2	-7	0.1	22	0	-0.1	-24	16
NC(=O)c1ccccc1OCC(=O)Nc1ccc(Cl)c(Cl)c1	?	-4	0.1	-6	.	.	.	-18
CSc1ccccc1NC(=O)Nc1cccc2ccccc12	5	2	0.0	-4	1	-0.3	-2	-4
Cc1ccccc1NC(=O)Cc1nc(COC(=O)c2ncc(Cl)c(Cl)c2Cl)cs1	1	0	0.0	-13	-10	-1.5	-1	-219
O=C(C1CCCC1)N1CC(=O)N2[C@@H](CO)[C@@H](c3ccc(-c4ccccc4F)cc3)[C@@H]2C1	-1	1	0.1	42	.	0.6	.	-4
CCOC(=O)C1=C(O)C(=O)N(Cc2ccccc2)C1	4	2	0.0	-3	-5	0.2	0	-25
O=C(N/N=C/c1oc(O)c2ccccc12)c1ccccc1O	2	-4	0.2	-2	-11	.	18	-24
Cc1ccc(N/N=C2\COC(C)(C)CC2=O)cc1	4	4	0.6	-3	.	.	.	3
COc1ccccc1NC(=O)N1CC(=O)N2[C@H](CO)[C@H](c3ccc(-c4cccc(C)c4)cc3)[C@@H]2C1	0	-1	0.0	6	.	-0.1	.	-19
COc1ccc(CNC(=O)CN(C)Cc2ccc(SC)cc2)cc1	-1	-4	0.1	-7	-7	0.1	-1	-17
O=C(C1CCCCC1)N1CCN(C(=O)C2CCCCC2)CC1	-3	-5	.	-1	-7	.	-7	-5
Cc1cc(OC(=O)c2cccc(C(F)(F)F)c2)c([N+](=O)[O-])c(=O)[nH]1	-1	.	0.0	0	7	-0.3	-3	-77
CC(/C=N/NC(=O)c1cc(-c2cccs2)[nH]n1)=C\c1ccccc1	3	1	0.0	-2	3	0.1	.	-15
Cc1nnc2n1N=C(c1ccccc1)CS2	3	1	0.3	-1	-52	0.7	-7	-2
O=C(NCC1CC1)c1cc2c(c(-c3cccc(-c4ccccc4F)c3)n1)[C@@H](CCO)N(C(=O)CC1CC1)C2	-6	-3	0.7	-8	.	0.1	.	-1
O=C(O)/C=C/C(=O)Nc1nccs1	2	5	0.0	2	0	-0.1	7	-1
C[C@@H]1CCCCO[C@@H](CN(C)Cc2ccc(C(F)(F)F)cc2)[C@@H](C)CN([C@H](C)CO)C(=O)c2cc(NS(=O)(=O)c3cccs3)ccc2O1	-8	4	-0.7	17	0	0.0	-3	-15
CCc1nc2ccc(C(=O)NCc3ccccc3OC)cn2c1N(CC)Cc1cccc(Br)c1	7	-2	0.0	0	-13	0.0	-6	-50

Already shown: entries from further up.
smiles	ERp5 inh	ERAP1 inh	XiGFP reactiv	S100A4 MyoIIA	RAD54 inh	E-selectin induc	esBAF inh	RAD52 inh
Nc1nc(NCCCN2CCOCC2)nc(Nc2cccc(F)c2)c1[N+](=O)[O-]	0	.	-0.1	-2	.	0.9	.	10
CCS(=O)(=O)N1CC2(CN(Cc3ccc4c(c3)OCO4)[C@H](CO)c3c2c2ccc(OC)cc2n3C)C1	2	4	0.0	10	.	-0.1	.	4
COc1ccc(NC(=O)N(C)C[C@H]2Oc3ncc(C#C[C@@H](C)O)cc3C(=O)N([C@@H](C)CO)C[C@H]2C)cc1	5	3	0.6	-13	0	-0.1	2	-3
Cc1noc(C)c1NC(=O)N(C)C[C@@H]1OCCCC[C@H](C)Oc2ccc(NC(=O)c3ccncc3)cc2C(=O)N([C@@H](C)CO)C[C@H]1C	-2	-1	0.6	-2	-28	-0.4	3	-20

(next part)
smiles	ERp5 inh	ERAP1 inh	XiGFP reactiv	S100A4 MyoIIA	RAD54 inh	E-selectin induc	esBAF inh	RAD52 inh
CNC(=S)NNC(=O)c1cccn(Cc2ccccc2)c1=O	1	0	0.0	0	1	.	5	-8
Cc1ccc(S(=O)(=O)N2CCOCC2)cc1NC(=O)COC(=O)CNC(=O)c1ccc(Cl)cc1Cl	5	-3	-0.1	-4	7	-0.2	-8	-14
CCOc1nc(NCCO)nc(Nc2ccc([N+](=O)[O-])cc2)n1	1	0	0.8	-4	-5	-2.1	-8	-17
O=C(Cc1cccnc1)N1CC(=O)N2[C@H](CO)[C@@H](c3ccc(C#CC4CC4)cc3)[C@H]2C1	-1	.	0.3	9	.	0.0	.	3
Cc1cnc(C(=O)OCC(=O)Nc2ccc(Br)c(C)c2)cn1	-2	-2	0.1	-2	-1	0.6	-1	-19
Cc1cc(OCC(=O)N(Cc2ccco2)C2CCS(=O)(=O)C2)cc(C)c1Cl (configuration not stated)	0	.	-0.1	1	-2	.	.	-33
COc1ccc(C2Nc3ccc(Br)cc3C(c3ccccc3)N2CC(=O)O)cc1 (configuration not stated)	-1	0	0.1	1	5	6.8	1	-9
C=CCNC(=O)CSc1nnc(-c2ccccc2Cl)n1-c1c(C)n(C)n(-c2ccccc2)c1=O	-2	9	.	2	.	.	.	7
